FXN GAA850 act – frataxin GAA850 promoter activation | 360,000 tested, 0.56% active | HEK293 lucGAA850 FXN promoter luciferase reporter, 24 h; percent of 10 µM SAHA response | activation, % at 6 µM;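 active means activation above the average of all compounds screened plus 3 SD, cutoff fixed separately per campaign, cut at about 7.5% in these data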;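 further: 0% = DMSO wells and 100% = 10 µM SAHA wells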
ASAP1 inh – blocks human ASAP1-stimulated Arf1 GTP hydrolysis; GDP FP detection; inhibition, % at 16.5 µM; 360,000 tested, 0.19% active; AID 624377; in the data active means inhibition above about 25%;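 further: 0% = vehicle with enzyme and substrate and 100% = no enzyme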
Target sequence (Q9ULH1 325-724 limits assumed): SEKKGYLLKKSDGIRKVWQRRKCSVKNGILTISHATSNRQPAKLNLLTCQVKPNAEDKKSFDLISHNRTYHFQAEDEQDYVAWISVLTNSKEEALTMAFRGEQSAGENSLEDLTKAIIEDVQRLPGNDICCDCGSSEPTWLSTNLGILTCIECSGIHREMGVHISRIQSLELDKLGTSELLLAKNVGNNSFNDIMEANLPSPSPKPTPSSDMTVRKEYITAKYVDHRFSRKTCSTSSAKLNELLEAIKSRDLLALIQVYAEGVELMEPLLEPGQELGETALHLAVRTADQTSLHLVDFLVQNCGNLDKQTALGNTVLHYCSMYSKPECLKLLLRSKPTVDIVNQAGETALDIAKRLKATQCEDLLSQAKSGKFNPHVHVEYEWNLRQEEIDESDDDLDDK
Tn6 DDE FP – inhibitors of Tn6 peptide binding to human fibrin DD(E). inhibition, % at 8.3 µM. Fibrin DD(E) TRITC-Tn6 fluorescence polarization displacement. P02675. AID 720509. 370,000 tested, 0.21% active;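 active means inhibition above a per-campaign cutoff: mean of compounds within control limits plus 3 SD, cut at about 15% in these data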;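 further: 0% = median of all compound wells on the plate and 100% = blocking peptide control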
KLK7 zymogen act – activators of human kallikrein-7 zymogen. P49862. purified proKLK7, EDANS-DABCYL substrate fluorescence; 100% is mature enzyme control, 0% vehicle. activation, % at 7 µM. 370,000 tested, 0.9% active;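 active means activation above the mean of all tested compounds plus 3 SD, computed per campaign excluding outliers beyond control limits, cut at about 13% in these data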
GC-B act – GC-B (human) receptor activation. 370,000 tested, 0.11% active. activation, % at 10 µM. HEK293-GC-B cells, CNP EC30, cGMP TR-FRET; 0% at EC30 CNP, 100% saturating CNP. P20594;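 active means activation at 10 µM reaching about 35% in either raw or pattern-adjusted values, limit read from the data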
ARFGAP1 inhibitor – inhibits rat ARF GTPase activating protein 1; Q62848; inhibition, % at 16.5 µM; Arfgap1-stimulated ARF1 GTP hydrolysis, GDP FP detection; 360,000 tested, 0.26% active; AID 651572;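 active means inhibition above a per-plate limit, mean inhibition of low control wells plus 3 SD, cut at about 25% in these data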;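 further: 0% = DMSO wells with enzyme and 100% = wells lacking Arfgap1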
Target sequence (Q62848 1-136 limits assumed): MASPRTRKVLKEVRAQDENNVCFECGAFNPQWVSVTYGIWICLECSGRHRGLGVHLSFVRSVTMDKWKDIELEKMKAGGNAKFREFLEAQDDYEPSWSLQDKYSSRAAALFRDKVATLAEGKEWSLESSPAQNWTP
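Replicates: Single well per compound | Assay system: Truncated rat Arfgap1 GAP domain | Control set: No-Arfgap1 wells (100%) versus DMSO full-reaction wells (0%) | Times: Enzyme reaction 120 min at 25 °C after 20 min preincubation | Reagent: Human ARF1(Δ1-17)-GTP substrate | Measured by: Tracer-displacement fluorescence polarization with EDTA stop, 620/688 nm | Measure: Percent inhibition of Arfgap1-stimulated GTP hydrolysis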
GC-A act – GC-A (human) enzyme activation | AID 1671463 | P16066 | 370,000 tested, 0.14% active | activation, % at 10 µM | HEK293 GC-A cells, cGMP TR-FRET, EC30 ANP; 0% at EC30 ANP, 100% saturating ANP; in the data active means activation above about 40%
rCAG RNA binder – binds r(CAG) RNA repeats. inhibition, % at 3 µM. AID 651821. 370,000 tested, 1.3% active. r(CAG) RNA repeat, TO-PRO-1 dye displacement fluorescence;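 active means inhibition above the plate cutoff, the mean of all test compounds on that plate plus 3 SD, cut at about 35% in these data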;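 further: 0% = DMSO alone and 100% = 100 µM mitoxantrone as full dye displacement; higher means more dye released from RNA so lower well fluorescence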
sPLA2-III inh – Inhibits HGIII-sPLA2 liposome hydrolysis, primary screen | QFRET BODIPY PC-A2 liposome hydrolysis, fluorescence | inhibition, % at 12.2 µM | 370,000 tested, 0.56% active | AID 743126;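 active means inhibition above mean plus 3 SD of compounds lying within the high and low control bounds, cut at about 19% in these data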;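 further: 0% = median of test compound wells and 100% = no enzyme DMSO wells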
ADAM10 inh – inhibits human ADAM10; O14672; recombinant ADAM10, EDANS/DABCYL FRET peptide cleavage, 3 h; inhibition, % at 7 µM; 370,000 tested, 0.62% active; AID 720582;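 active means inhibition above a per-campaign cutoff equal to the mean of compounds falling between control-based bounds plus 3 SD, cut at about 20% in these data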;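 further: 0% = DMSO wells while the 100% control is not disclosed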
Target sequence (O14672 214-748 limits assumed): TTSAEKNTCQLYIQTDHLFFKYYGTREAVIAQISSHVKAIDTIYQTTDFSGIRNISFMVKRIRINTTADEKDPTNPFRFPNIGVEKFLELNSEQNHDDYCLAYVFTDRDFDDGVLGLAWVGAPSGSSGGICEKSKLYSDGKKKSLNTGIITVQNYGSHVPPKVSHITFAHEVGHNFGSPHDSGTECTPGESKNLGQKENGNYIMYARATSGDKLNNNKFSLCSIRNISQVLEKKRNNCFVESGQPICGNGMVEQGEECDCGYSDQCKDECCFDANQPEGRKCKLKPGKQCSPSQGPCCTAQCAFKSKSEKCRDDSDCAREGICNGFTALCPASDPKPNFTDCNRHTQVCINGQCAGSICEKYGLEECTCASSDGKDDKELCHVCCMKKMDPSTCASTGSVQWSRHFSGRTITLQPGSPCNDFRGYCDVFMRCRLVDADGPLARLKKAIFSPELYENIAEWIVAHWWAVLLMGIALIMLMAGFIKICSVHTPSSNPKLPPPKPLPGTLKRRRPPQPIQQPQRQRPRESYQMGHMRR
Active calls of the source: *; i = inactive; x = no result given.

SMILES | FXN GAA850 act | ASAP1 inh | Tn6 DDE FP | KLK7 zymogen act | GC-B act | ARFGAP1 inhibitor | GC-A act | rCAG RNA binder | sPLA2-III inh | ADAM10 inh
Cc1cc(C)cc(-n2c(O)c(C=NC3CCS(=O)(=O)C3)c3ccccc3c2=O)c1 (configuration not stated) | 1.5 | 16 | -4 | 8.2 | -5 | -11 | -8 | 4 | 10 | -19
CCOC(=O)CCN(c1ccccc1)S(=O)(=O)c1ccc(-c2ccc(=O)[nH]n2)s1 | 2.1 | -5 | 1 | 0.3 | 4 | 0 | -4 | 3 | -1 | -3
CCOc1ccccc1NC(=O)COC(=O)c1ccccc1SCC(=O)N1CCCC1 | 1.5 | 7 | -1 | 0.1 | 2 | -2 | 1 | 1 | -2 | 4
COc1cc(/C=C2\CC/C(=C\c3ccc(OCCO)c(OC)c3)C2=O)ccc1OCCO | 0.2 | 17 | -19 | -0.9 | -2 | 17 | 11 | -3 | -30 | 5
CC(=O)Nc1ccc(NC(=O)c2ccc(COc3ccccc3Br)o2)cc1 | -1.4 | 14 | -2 | -15 | 3 | -4 | 2 | 6 | 9 | -12
COc1ccc(NC(=O)c2cc(-c3cc(OC)c(OC)c(OC)c3)nc3ccccc23)cc1OC | -4.2 | -6 | -1 | -1.1 | 6 | 12 | 10 | 12 | -14 | 16
CCc1nn(CCCC(=O)NCc2ccc(C)cc2)c(=O)c2cc3occc3n12 | 2.8 | 4 | 4 | -0.6 | -3 | 0 | -7 | -4 | -1 | -5
COc1cccc(N2CC(C(=O)NCc3n[nH]c(=O)c4ccccc34)CC2=O)c1 (configuration not stated) | 1.9 | 0 | -2 | -0.2 | -1 | -10 | -2 | 3 | -2 | 3
COC(=O)c1ccc(OC(=O)N2CCOCC2)cc1 | 3.5 | 1 | 0 | -0.2 | 5 | 8 | 4 | 0 | 17 | -7
CC(=O)N1c2ccc(S(=O)(=O)N3CCCCC3)cc2CC1C(=O)NCc1ccc(N(C)C)cc1 (configuration not stated) | -0.4 | 10 | 12 | -0.3 | -2 | 4 | -5 | 3 | 5 | 1
Cc1ccc(-c2nnn(CC(=O)N(Cc3cccs3)C(C(=O)NC3CCCC3)c3ccco3)n2)o1 (configuration not stated) | 0.3 | -4 | -7 | 0.1 | -3 | 0 | 1 | 4 | -14 | 4
CC1CCN(S(=O)(=O)c2ccc(-c3nnc(SCc4cccnc4)o3)cc2)CC1 | -0.9 | 1 | -13 | -0.4 | 7 | 8 | -6 | -1 | -3 | 11

An excerpt of these results, tab-delimited.
canonical_smiles	FXN GAA850 act	ASAP1 inh	Tn6 DDE FP	KLK7 zymogen act	GC-B act	ARFGAP1 inhibitor	GC-A act	rCAG RNA binder	sPLA2-III inh	ADAM10 inh
COc1ccc(NC(=O)c2cc(-c3cc(OC)c(OC)c(OC)c3)nc3ccccc23)cc1OC	-4.2	-6	-1	-1.1	6	12	10	12	-14	16
CCc1nn(CCCC(=O)NCc2ccc(C)cc2)c(=O)c2cc3occc3n12	2.8	4	4	-0.6	-3	0	-7	-4	-1	-5
COc1cccc(N2CC(C(=O)NCc3n[nH]c(=O)c4ccccc34)CC2=O)c1 (configuration not stated)	1.9	0	-2	-0.2	-1	-10	-2	3	-2	3

New compounds follow
SMILES | FXN GAA850 act | ASAP1 inh | Tn6 DDE FP | KLK7 zymogen act | GC-B act | ARFGAP1 inhibitor | GC-A act | rCAG RNA binder | sPLA2-III inh | ADAM10 inh
CC1(C)CC(=O)C2=C(C1)N(Cc1ccco1)C(=O)C2(NC(=O)C1CCCCC1)C(F)(F)F (configuration not stated) | 1.4 | -2 | -2 | -1.2 | -4 | -2 | 2 | -5 | 4 | 1
COC(=O)c1ccccc1S(=O)(=O)N1Cc2cc([N+](=O)[O-])ccc2Oc2ccccc21 | -1.5 | 8 | 0 | -0.2 | -15 | 5 | -16 | 4 | -3 | 12
COc1cccc(OC)c1C(=O)Nc1ccccc1C(=O)N1CCCCCC1 | -0.6 | 12 | -5 | -0.9 | 1 | 11 | 0 | -5 | 6 | -16
COc1ccc(NC(=O)c2cc(-c3cc(Cl)ccc3OC)n[nH]2)c(C)c1 | -1.0 | 16 | -3 | -0.1 | 88* | 0 | 75* | 2 | -14 | -2
COCC(=O)Nc1ccc(OC)c(Cl)c1 | 1.0 | 5 | 5 | 0.3 | -4 | 2 | 1 | -1 | 5 | 4
C=CCn1cc(C(=O)N2CCN(C)CC2)c(=O)c2cc(S(=O)(=O)N(CC)CC)ccc21 | 0.0 | -3 | 0 | -0.1 | -3 | -2 | 4 | 4 | 3 | -6
O=C(N/N=C/c1c(Cl)cccc1Cl)C(=O)NC1CC1 | -0.2 | -3 | 3 | -0.2 | 3 | -5 | 3 | 1 | -4 | -8
COc1ccccc1C(=O)NC(CCSC)C(=O)NC1CCCCCC1 (configuration not stated) | 0.9 | 16 | 3 | -0.3 | 0 | 2 | -2 | -2 | 4 | -7
Cc1cc(C)c(C#N)c(SCCS(=O)(=O)c2ccc(Cl)cc2)n1 | 0.9 | 12 | -4 | 0.0 | -3 | -6 | -6 | 5 | -6 | 1
O=C(Nc1cccc(Cl)c1)OCc1cn(-c2ccc(Cl)cc2)nn1 | 1.1 | -12 | -6 | -0.6 | 0 | -8 | -5 | -2 | 4 | 2
COc1cc(S(=O)(=O)N2CCOCC2)ccc1NC(=O)COC(=O)COc1ccccc1 | 2.3 | 2 | 8 | 0.1 | 1 | 2 | -4 | -1 | 1 | -1
CCOc1cc(C=NNC(=O)CCCC(=O)NN=Cc2ccc(O)c(OCC)c2)ccc1O | 1.0 | -8 | -6 | -4.8 | -7 | 4 | 1 | 2 | 6 | -17

Exported as labelled records: three of the compounds above
> CCOC(=O)CCN(c1ccccc1)S(=O)(=O)c1ccc(-c2ccc(=O)[nH]n2)s1
  FXN GAA850 act: 2.1	ASAP1 inh: -5	Tn6 DDE FP: 1	KLK7 zymogen act: 0.3	GC-B act: 4	ARFGAP1 inhibitor: 0	GC-A act: -4	rCAG RNA binder: 3	sPLA2-III inh: -1	ADAM10 inh: -3

> CCOc1ccccc1NC(=O)COC(=O)c1ccccc1SCC(=O)N1CCCC1
  FXN GAA850 act: 1.5	ASAP1 inh: 7	Tn6 DDE FP: -1	KLK7 zymogen act: 0.1	GC-B act: 2	ARFGAP1 inhibitor: -2	GC-A act: 1	rCAG RNA binder: 1	sPLA2-III inh: -2	ADAM10 inh: 4

> COc1cc(/C=C2\CC/C(=C\c3ccc(OCCO)c(OC)c3)C2=O)ccc1OCCO
  FXN GAA850 act: 0.2	ASAP1 inh: 17	Tn6 DDE FP: -19	KLK7 zymogen act: -0.9	GC-B act: -2	ARFGAP1 inhibitor: 17	GC-A act: 11	rCAG RNA binder: -3	sPLA2-III inh: -30	ADAM10 inh: 5

Other results follow:
SMILES | FXN GAA850 act | ASAP1 inh | Tn6 DDE FP | KLK7 zymogen act | GC-B act | ARFGAP1 inhibitor | GC-A act | rCAG RNA binder | sPLA2-III inh | ADAM10 inh
COc1ccccc1NC(=O)CN(C)S(=O)(=O)c1cccc2cccnc12 | 1.9 | 4 | 5 | 0.1 | 2 | -2 | -5 | -2 | 4 | 1
Cc1[nH]c2ccc(C(=O)NCCCN3CCCC3)cc2c1C | 1.4 | 11 | 5 | 0.5 | 1 | -4 | -1 | 0 | 10 | -16
COc1cc(C(=O)OCC(=O)N2CCC(Cc3ccccc3)CC2)cc(OC)c1OC | -1.3 | -14 | 0 | 0.0 | -7 | 15 | -4 | -7 | 4 | -8
COC(=O)c1ccc(CNC(=O)C23CC4CC(CC(C4)C2)C3)cc1 | 0.6 | 6 | -8 | -0.1 | 1 | 13 | 1 | 1 | 6 | -12
CC1(C)CC(=O)C=C(Nc2ccccc2F)C1 | -2.2 | -4 | -1 | 0.1 | 6 | 11 | -2 | 3 | 4 | -11
COC(=O)CN1C(=O)[C@H]2[C@@H](c3ccc(C)o3)N3C(=O)CN(CC4CC4)C(=O)[C@@]3(C)[C@H]2C1=O | 0.6 | -4 | -1 | -0.8 | 1 | 0 | 2 | 7 | 5 | 1
COC(=O)c1cc(NS(=O)(=O)c2ccc(N3CCCCCC3)c([N+](=O)[O-])c2)cc(C(=O)OC)c1 | 0.3 | 11 | 1 | 0.1 | 0 | 2 | 1 | 39* | -56 | 1
COc1cc(C2NC(=O)NC(C)=C2C(=O)OC2CCCC(C)C2)ccc1O (configuration not stated) | 4.3 | 3 | 1 | 0.9 | -9 | 4 | -17 | -2 | -15 | 5
CNC(=O)c1cccc(NC(=O)CCCNC(=O)c2ccc(Cl)cc2)c1 | -0.2 | 18 | 0 | -0.1 | 0 | 6 | 0 | -2 | -3 | -4
CCN1CCN(S(=O)(=O)c2ccc(Cl)c(C(=O)NCc3ccco3)c2)CC1 | 0.2 | 2 | -8 | 0.0 | 1 | -5 | 1 | 0 | 9 | -1
COc1cc(C(=O)NCC(=O)OCc2ccc(F)cc2)cc(OC)c1OC | 1.6 | 9 | -3 | 0.3 | 1 | -5 | -4 | -4 | 4 | 2
COc1ccccc1-n1cnc2cc(C(=O)NCCCN3CCOCC3)ccc21 | 1.6 | 3 | -4 | 0.3 | 1 | -4 | 0 | -5 | 3 | -5
CC(=O)/C(=N/Nc1ccc(Br)cc1)Sc1cccc2cccnc12 | 3.1 | -1 | -1 | -0.2 | -6 | -1 | -7 | 2 | -1 | 0
Cc1cc(NC(=O)CC(C)(C)C)nc2c1c(=O)oc1ccccc12 | 1.2 | -3 | -3 | -0.2 | -3 | 0 | 3 | 3 | 9 | 2
COCC(=O)N[C@H]1C[C@@H]2O[C@H](CO)CC[C@@H]2O[C@@H]1CCc1ccc(-c2ccccc2)cc1 | x | x | 5 | 0.3 | -3 | x | 6 | 0 | -3 | 3
O=C(Cn1nnc(-c2ccc(S(=O)(=O)N3CCCC3)cc2)n1)Nc1ccccc1-n1cccc1 | -2.0 | 8 | 7 | 1.3 | -4 | -3 | 0 | 10 | -33 | 2
O=C(CNC(=O)c1cc(-c2ccccc2)nn1-c1ccccc1)Nc1ccccc1Br | -2.0 | 0 | 7 | 0.1 | 0 | 1 | -2 | 1 | 3 | -5
CCCCN(C)C(=O)C1CCN(c2ccc(S(=O)(=O)N3CCOCC3)cc2[N+](=O)[O-])CC1 | 2.9 | -1 | 4 | 0.5 | 1 | -8 | -1 | -6 | 3 | 0
CC(Oc1ccc(Cl)cc1)C(=O)Nc1cccc(S(=O)(=O)N2CCOCC2)c1 (configuration not stated) | -0.1 | 1 | -1 | 0.9 | 6 | 4 | 0 | 3 | -2 | -5
CC1(OC(=O)CCc2ccccc2)C(=O)C=C2C=C(c3ccc(C#N)cc3)N(C3CCCCC3)C=C2C1=O (configuration not stated) | 1.5 | 5 | 5 | 2.7 | -1 | 16 | -2 | 16 | 3 | -72
COC(=O)c1ccc(C(=O)OC)c(NC(=S)N2CCN(C(=O)C3CCCO3)CC2)c1 (configuration not stated) | -0.7 | -8 | 4 | 2.6 | 6 | 3 | 3 | -3 | 1 | i
COc1ccc(C(=O)NNC(=O)c2cccc(F)c2)cc1 | 0.2 | -4 | 6 | -0.2 | 2 | -4 | 2 | 1 | 2 | -3
COc1cc(C)c(C)cc1S(=O)(=O)N1CCN(Cc2ccc3c(c2)OCO3)CC1 | 1.9 | 1 | -1 | 0.3 | 3 | -3 | 0 | -7 | -22 | 8
